GAA inhib – alpha-glucosidase (human) inhibition | Potency, µM (doses to about 76.9 µM), for the others: at the highest dose activity change, negative = inhibition, usual class: inhibitors | 200,000 compounds, 0.005% hits | purified human GAA, 4-MU-alpha-glucoside fluorescence;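 also: plate controls were uninhibited enzyme wells for no effect and no-enzyme background for full effect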
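Compounds are titrated up to 77 uM against 4 nM human enzyme. Substrate 4-methylumbelliferyl-alpha-D-pyranoside (400 uM) reacts 20 min at room temperature in pH 5.0 buffer; liberated 4-methylumbelliferone is read at 440 nm.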
Tau fluor counter – counter-screen for tau fibril formation inhibitors; tau K18 P301L Alexa594 fluorescence, heparin fibrillization; Potency, µM (doses to about 57.7 µM), for the others: at the highest dose activity change, negative = decrease; 280,000 compounds, 0.93% hits; AID 1463; also: % is scaled to controls: 0 for no effect and ±100 for the full control effect; nearly all actives have a fitted effect of over 55% in size
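Human K18 P301L tau (15 uM unlabeled plus 0.24 uM Alexa 594-labeled, final) in 100 mM sodium acetate pH 7 was mixed with compound and 20 uM heparin and incubated 6 hr at 37 C.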
aGal spleen mod – inhibits or activates alpha-galactosidase in human spleen homogenate; human spleen homogenate, 4MU-alpha-Gal fluorescence, 40 min; 240,000 compounds, 0.008% hits; AID 2107; Potency, µM (titrated, usually from 80 µM), without a hit: top-dose activity change, negative = inhibition, actives largely listed as inhibitors; P06280;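 also: 0% = enzyme with vehicle and -100% = no enzyme basal signal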
Target sequence (P06280 32-429 limits assumed): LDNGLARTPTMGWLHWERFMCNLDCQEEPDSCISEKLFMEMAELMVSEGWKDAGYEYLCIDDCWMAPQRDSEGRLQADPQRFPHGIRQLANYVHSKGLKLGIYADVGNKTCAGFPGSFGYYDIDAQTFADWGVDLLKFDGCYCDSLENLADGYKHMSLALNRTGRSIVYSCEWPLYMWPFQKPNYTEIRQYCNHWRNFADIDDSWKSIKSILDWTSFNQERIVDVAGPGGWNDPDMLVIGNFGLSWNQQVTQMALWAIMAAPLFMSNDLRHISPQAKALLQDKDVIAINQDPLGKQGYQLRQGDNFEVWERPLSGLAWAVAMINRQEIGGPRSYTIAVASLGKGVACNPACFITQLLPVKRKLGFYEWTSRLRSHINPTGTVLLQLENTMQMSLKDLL
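qHTS titration in buffer at pH 5.0. Alpha-galactosidase activity in spleen homogenate was measured via 4-methylumbelliferone release from 1 mM fluorogenic substrate after 40 min at 37C and a pH 10 stop. AC50 came from Hill fits of control-normalized data.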
HTT ATP protect – cytoprotection in Huntington HTT-Q103 PC12 cell model | PC12 HTT-Q103 induced, cytoprotection, ATP luminescence, 40 h | Potency, µM (top dose mostly 56.4 µM), for inactives: cytoprotection (ATP increase), hits mostly activators | 230,000 compounds, 0.14% hits;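 also: % of control where 0% means no effect; nearly all actives have a fitted effect of over 45% in size; toxic huntingtin expression switched on by the ecdysone agonist tebufenozide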
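Compounds added alongside 100 nM tebufenozide, which induces toxic Q103 huntingtin exon 1-GFP in stable PC12 cells; surviving cells quantified by luminescent ATP measurement. Medium: phenol red-free DMEM, 5% equine and 5% calf serum.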
Tau fibril FP – inhibitors of human tau fibril formation; P10636; K18 P301L tau heparin fibrillization, Alexa594 FP, 6 h; Potency, µM (highest dose often 57.7 µM), for the others: top-dose activity, negative = inhibition, most hits filed as inhibitors; 280,000 compounds, 0.39% hits; AID 1468; also: % is scaled to controls: 0 for no effect and ±100 for the full control effect; nearly all actives have a fitted effect of over 55% in size
Target sequence (P10636 561-689 P618L limits assumed): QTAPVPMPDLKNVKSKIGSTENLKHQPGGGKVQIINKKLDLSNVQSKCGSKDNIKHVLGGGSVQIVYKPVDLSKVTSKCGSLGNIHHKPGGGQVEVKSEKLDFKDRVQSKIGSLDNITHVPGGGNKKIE
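Read-out: fluorescence polarization of Alexa 594-labeled tau (0.24 uM), 555 nm excitation, 632 nm emission. Mixtures held 15 uM unlabeled K18 P301L, compound and 20 uM heparin, pH 7 acetate buffer, incubated 6 hr at 37 C.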
GAA glycogen mod – GAA glycogen-cleavage inhibition or activation; recombinant GAA, glycogen substrate, Amplex Red glucose oxidase fluorescence; Potency, µM (series often up to 76.4 µM), without a hit: at the highest dose activity change, negative = inhibition, most hits filed as inhibitors; 300,000 compounds, 0.38% hits;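 also: 0% = full enzyme reaction and -100% = no-enzyme basal signal; the screen sought inhibitors and activators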
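Recombinant human alpha-glucosidase (4 nM final) hydrolysed bovine liver glycogen (30 ug) for 40 min at 37 C in pH 5.0 citrate/phosphate with 0.01% Tween-20. Released glucose detected by glucose oxidase/Amplex Red, Ex 573/Em 610 nm. Compounds up to 77 uM; AC50 from Hill fits.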
aGlu spleen mod – inhibits or activates alpha-glucosidase in human spleen homogenate; Potency, µM (titrated, usually from 79.9 µM), for inactives: at the highest dose activity change, negative = inhibition, usual class: inhibitors; human spleen homogenate, 4-MU-alpha-glucoside fluorescence; 240,000 compounds, 0.006% hits; P10253;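 also: 0% = enzyme with vehicle and -100% = no enzyme basal signal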
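Human spleen homogenate (1 ug) with 4-methylumbelliferyl-alpha-D-glucopyranoside (1 mM final) in 50 mM citrate/phosphate pH 5.0, 0.01% Tween-20; 40 min at 37 C. Stopped at pH 10; 4-MU fluorescence Ex 365/Em 440 nm; AC50 by Hill fit.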
Tau fibril ThT – inhibitors of human tau fibril formation, thioflavin T binding; Potency, µM (doses to about 57.4 µM), inactives show at the highest dose activity, negative = inhibition, hits mostly inhibitors; 270,000 compounds, 2.1% hits; AID 1460; recombinant tau K18 P301L, heparin-induced fibrillization, ThT fluorescence; P10636; also: % is scaled to controls: 0 for no effect and ±100 for the full control effect; nearly all actives have a fitted effect of over 55% in size
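ThT emission at 510 nm, taken 1 hr after adding 30 uM dye, quantifies aggregates formed when 20 uM heparin acts on human tau K18 P301L for 6 hr at 37 C.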
Starred values were filed as active, the others as inactive; u = inconclusive; x = not tested or not shown; & = joins results of further samples; [ ] = remark or other dose. Calls follow the shape of the dose curve; as a rule, active = well fitted curve in the direction sought with a large enough effect; inconclusive = small, poorly fitted or top-dose-only effect, or another doubt; inactive = no such curve, though single readings can be large; an effect the other way counts as inactive or inconclusive. Potency is read from the fitted curve at half-maximal effect.

SMILES	GAA inhib	Tau fluor counter	aGal spleen mod	HTT ATP protect	Tau fibril FP	GAA glycogen mod	aGlu spleen mod	Tau fibril ThT
CC(Cc1c[nH]c2ccccc12)NC(N)=O (stereo not drawn)	2%	-15%	-1%	-18%	2%	-9%	-7%	-12%
CC(C)c1ccc(/C=N/Nc2ccc(C(=O)O)cc2)cc1	-7%	-13%	6%	-9%[0.074 µM]	8%	-3%	-2%	u
CC(C)c1ccc(C2CC(=O)Nc3cc4c(cc32)OCCO4)cc1 (stereo not drawn)	x	-18%	x	x	u	12%[76.3 µM]	x	-7%
COc1ccc(CCN(Cc2cccs2)S(=O)(=O)c2ccc(C(=O)O)cc2)cc1OC	6%	-7%	9%	-2%[10 µM]	8%	-7%	1%	-7%
CCc1cccc(NC(=O)CSCc2cc(=O)[nH][nH]2)c1	-4%	-19%	2%	0%	-1%	u	-6%	u
CC(=O)c1ccc(NC(=O)c2ccc(S(=O)(=O)c3ccccc3)cc2)cc1	-1%	-27%	8%	20%[10 µM]	u	-1%	-1%	-2%
COc1ccc(/C=N/n2cncn2)cc1CSc1ccccn1	-8%	-4%	-1%	-7%	1%	-1%	-6%	0%
Cc1ccc(-n2[nH]c3c4c(ccc3c2=O)C(=O)c2ccccc2C4=O)cc1	8%	-21%	-14%	9%[10 µM]	10%	13%	-1%	u
CC(=O)c1ccc(NC(=O)C2CC(=O)Nc3nc4ccccc4n32)cc1 (stereo not drawn)	x	0%	-1%	10%[10 µM]	-9%	3%	1%	9%
Cc1ccc(-n2nc(C(=O)Nc3ccc(Cl)cn3)c3c4ccccc4n(C)c3c2=O)cc1	x	6%	x	x	3%	1%[76.3 µM]	x	13%
CCC(CC)NC(=O)CCCSc1nc2ccccc2[nH]1	-2%	0%	-1%	-73%[inhibitor]	-7%	4%	2%	-3%
Cn1cc(/C=N\NC(=O)C2COc3ccccc3O2)c2ccccc21 (stereo not drawn)	4%	u	3%	x	3%	-1%	-6%	u
CCc1nnc(NC(=O)COc2ccccc2[N+](=O)[O-])s1	-5%[15.4 µM]	6%	8%	2%[10 µM]	0%	3%	5%	1%
CC(C)C[C@@H](CC(=O)N[C@@H](CCCN)CC(=O)N[C@@H]1CCNC[C@H]1C(=O)N[C@H](CC(=O)N[C@@H](CCC(=O)O)CC(=O)O)Cc1c[nH]c2ccccc12)NC(=O)[C@@H]1CCCC[C@H]1N	x	-8%	2%	u	2%	x	1%	-12%
COn1c(=O)c(-c2ccc(Cl)cc2)[n+]([O-])c2ccccc21	-5%	-2%	1%	11%[0.074 µM]	-2%	0%	-1%	-9%
Cc1ccc(CC(=O)Nc2c(C(=O)N3CCN(c4ccccc4)CC3)oc3ccccc23)cc1	x	-4%	x	x	12%	7%[76.3 µM]	x	-8%
CSCCC(NC(=O)c1ccccc1Br)C(=O)Nc1ccc(C)cc1 (stereo not drawn)	-3%	-12%	-4%	19%[10 µM]	-16%	1%	-10%	-2%
Cn1c(CN2CCOCC2)nnc1SCC(=O)NCCc1ccccc1	6%	1%	4%	0%[10 µM]	-6%	1%	6%	-6%
CC(C)C(C(=O)NC1=NCCS1)c1ccc(Cl)cc1 (stereo not drawn)	0%	-11%	12%	-19%[10 µM]	-4%	2%	-7%	-2%
CCN(CC(=O)NCc1ccc(F)cc1)CC(O)COCc1cccc(OC)c1 (stereo not drawn)	-1%	-2%	-1%	-11%	0%	5%	0%	-2%
CCc1ccc(NC(=O)CN(c2ccccc2)S(=O)(=O)N(C)C)cc1	3%	-20%	-16%	-40%[inhibitor][1.9 µM]	-6%	21%	-10%	-3%
Cc1cc[n+]2c3c(cccc13)CCC2	-2%	1%	4%	-7%	1%	7%	3%	-15%
COc1ccccc1/C=C(/C(=O)OCC(=O)N(C)Cc1ccccc1)c1ccccc1	u	-10%	-4%	17%[1.9 µM]	0%	0%	-10%	-4%
Cc1ccc(-c2nc(C)sc2CC(=O)O)cc1	0%	4%	6%	3%	10%	6%	-1%	4%
CC1CC(C)(C)NC(=S)N1CC(=O)NCc1ccc(Cl)cc1 (stereo not drawn)	2%	-15%	5%	-28%[10 µM]	u	4%	0%	-5%
FC(F)(F)c1cccc(-c2nc3nc(Cl)c(Cl)nc3[nH]2)c1	x	-3%	14%	-16%&-56%[10 µM]	2%	3%	6%	-11%
COc1ccc(CC(=O)OCC(=O)Nc2c(C)n(C)n(-c3ccccc3)c2=O)cc1	-5%	-2%	-29%	-21%	6%	0%	-9%	1%
C/C(=N\N=C(N)N)c1ccc(Cl)cc1	-1%	4%	5%	-4%[10 µM]	1%	-3%	13%	8%
CCCCC/C=C\C/C=C\CCCCCCCC(=O)NC(C)C(=O)O (stereo not drawn)	x	-9%	2%	-26%	-3%	x	8%	-8%
O=C(CN(Cc1cccs1)C(=O)CSc1nnc(COc2ccccc2)o1)NC1CCCCC1	-9%	2%	7%	-16%[10 µM]	2%	1%	4%	-4%

Some of the entries so far, with values under each structure:
Screens in order – GAA inhib	Tau fluor counter	aGal spleen mod	HTT ATP protect	Tau fibril FP	GAA glycogen mod	aGlu spleen mod	Tau fibril ThT
CC(C)C(C(=O)NC1=NCCS1)c1ccc(Cl)cc1 (stereo not drawn)
 : 0%	-11%	12%	-19%[10 µM]	-4%	2%	-7%	-2%
CCN(CC(=O)NCc1ccc(F)cc1)CC(O)COCc1cccc(OC)c1 (stereo not drawn)
 : -1%	-2%	-1%	-11%	0%	5%	0%	-2%
CCc1ccc(NC(=O)CN(c2ccccc2)S(=O)(=O)N(C)C)cc1
 : 3%	-20%	-16%	-40%[inhibitor][1.9 µM]	-6%	21%	-10%	-3%
Cc1cc[n+]2c3c(cccc13)CCC2
 : -2%	1%	4%	-7%	1%	7%	3%	-15%
COc1ccccc1/C=C(/C(=O)OCC(=O)N(C)Cc1ccccc1)c1ccccc1
 : u	-10%	-4%	17%[1.9 µM]	0%	0%	-10%	-4%
Cc1ccc(-c2nc(C)sc2CC(=O)O)cc1
 : 0%	4%	6%	3%	10%	6%	-1%	4%
CC1CC(C)(C)NC(=S)N1CC(=O)NCc1ccc(Cl)cc1 (stereo not drawn)
 : 2%	-15%	5%	-28%[10 µM]	u	4%	0%	-5%
FC(F)(F)c1cccc(-c2nc3nc(Cl)c(Cl)nc3[nH]2)c1
 : x	-3%	14%	-16%&-56%[10 µM]	2%	3%	6%	-11%
COc1ccc(CC(=O)OCC(=O)Nc2c(C)n(C)n(-c3ccccc3)c2=O)cc1
 : -5%	-2%	-29%	-21%	6%	0%	-9%	1%
C/C(=N\N=C(N)N)c1ccc(Cl)cc1
 : -1%	4%	5%	-4%[10 µM]	1%	-3%	13%	8%
CCCCC/C=C\C/C=C\CCCCCCCC(=O)NC(C)C(=O)O (stereo not drawn)
 : x	-9%	2%	-26%	-3%	x	8%	-8%
O=C(CN(Cc1cccs1)C(=O)CSc1nnc(COc2ccccc2)o1)NC1CCCCC1
 : -9%	2%	7%	-16%[10 µM]	2%	1%	4%	-4%

Two records picked at random from those above:
SMILES	GAA inhib	Tau fluor counter	aGal spleen mod	HTT ATP protect	Tau fibril FP	GAA glycogen mod	aGlu spleen mod	Tau fibril ThT
CC(=O)c1ccc(NC(=O)c2ccc(S(=O)(=O)c3ccccc3)cc2)cc1	-1%	-27%	8%	20%[10 µM]	u	-1%	-1%	-2%
CSCCC(NC(=O)c1ccccc1Br)C(=O)Nc1ccc(C)cc1 (stereo not drawn)	-3%	-12%	-4%	19%[10 µM]	-16%	1%	-10%	-2%

Next part.
SMILES	GAA inhib	Tau fluor counter	aGal spleen mod	HTT ATP protect	Tau fibril FP	GAA glycogen mod	aGlu spleen mod	Tau fibril ThT
Cc1cccc(-n2c(N)cc(=O)nc2SCC(=O)Nc2ccc(F)cc2)c1C	x	-5%	x	x	0%	-10%[76.3 µM]	x	2%
Cc1cccc(-n2c(C)cc(/C=N/NC(N)=S)c2C)c1	0%	-19%	-18%	18%[1.9 µM]	8%	u	-9%	u
Cc1cc(C)n2c(SCC(=O)NC3CCCCC3)nnc2n1	12%	-6%	4%	-18%[10 µM]	2%	5%	1%	-5%
COc1ccc(-c2noc(-c3cccs3)n2)cc1OC	x	-16%	3%	-9%[10 µM]	-3%	6%	3%	-11%
CCN(C(=O)CN1C(=S)NC(C)(C)CC1C)c1ccc(C)c(C)c1 (stereo not drawn)	3%	4%	-4%	-18%	0%	5%	-3%	2%
Cc1cccc(CNC(=O)C2CCN(c3nn4cc(-c5ccc(F)cc5)nc4s3)CC2)c1	x	5%	x	x	-2%	-6%[76.3 µM]	x	-10%
CN(C(=O)COC(=O)c1cc([N+](=O)[O-])ccc1Sc1ccccc1)C1CCS(=O)(=O)C1 (stereo not drawn)	-7%	-15%	-1%	1%	12%	3%	1%	-8%
COc1ccc2c(c1)O[C@H](c1ccc3c(c1)OCO3)[C@@H](OC(=O)NS(=O)(=O)c1ccc(F)cc1)C2=O	x	-3%	-6%	29%	2%	x	-5%	-4%
Cc1cc(C)c(NC(=O)Nc2ccccc2C)c(Cl)c1	6%	12%	-10%	x	-9%	20%	-3%	9%
CCCNS(=O)(=O)c1ccc(OCC(=O)N2CCCC2)cc1	14%	-2%	-4%	x	2%	7%	-1%	-3%
CC(C)OP(=O)(OC(C)C)C1(O)C(=O)Nc2ccccc21 (stereo not drawn)	0%	2%	1%	-10%	2%	3%	-16%	-9%
CC(C)(C)c1ccc(OCC(=O)N2CCN(C=O)CC2)cc1	7%	-9%	-2%	3%[10 µM]	6%	14%	-8%	-13%
O=C(COc1cccc(-n2cnnn2)c1)NC1CCCCC1	8%	10%	6%	x	9%	-6%	-3%	2%
COc1ccc(-c2[nH]ncc2-c2cnc(C)s2)c(O)c1	-4%	2%	7%	-1%	-1%	4%	6%	5%
